Screening results from PubChem.
PRMT1 FP inh: blocks human protein arginine methyltransferase 1; Q99873; recombinant PRMT1, activity-based probe fluorescence polarization; inhibition, % at 2.79 µM; 370,000 tested, 1.3% active;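 active means inhibition above about 21% made by adding two undisclosed values, limit read from the data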
mABHD4 FP: inhibits mouse alpha/beta hydrolase domain 4; AID 720543; inhibition, % at 8.92 µM; purified mABHD4, FP-Rh probe fluorescence polarization; 370,000 tested, 0.54% active; Q8VD66;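 active means inhibition exceeding the mean over every tested compound plus 3 SD, cut at about 30% in these data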;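 further: 0% = plate median of compound wells and 100% = S159A mutant with DMSO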
Target sequence (Q8VD66 whole entry, looked up, the tested form may be a part): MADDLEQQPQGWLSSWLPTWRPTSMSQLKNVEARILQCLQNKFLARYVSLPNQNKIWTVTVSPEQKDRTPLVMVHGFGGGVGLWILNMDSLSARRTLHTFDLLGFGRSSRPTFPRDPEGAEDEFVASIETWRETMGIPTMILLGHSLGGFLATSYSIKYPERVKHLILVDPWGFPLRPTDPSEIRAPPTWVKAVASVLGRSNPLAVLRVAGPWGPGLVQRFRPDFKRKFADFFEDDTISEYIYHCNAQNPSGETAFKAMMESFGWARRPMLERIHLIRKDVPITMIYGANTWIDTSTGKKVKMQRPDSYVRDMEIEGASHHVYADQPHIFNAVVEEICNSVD
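Assay system: mouse ABHD4 enzyme, wild type / Also added: fluorescent activity-based probe FP-Rh / Doses: single nominal dose of 8.92 µM, 0.89% DMSO final / Timing: 45 min compound pre-incubation plus 60 min probe step, 25 °C / Signal: FP readout, ex 525 nm / em 598 nm / Control set: S159A mutant/DMSO as 100%, compound-well median as 0%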
PG9 binder: small molecules binding HIV-1 gp120 antibody PG9; TR-FRET gp120-PG9 antibody binding; inhibition, % at 6.7 µM; 360,000 tested, 0.43% active; in the data active means inhibition above about 8.5%
UHRF1 MBD2 ctr: human UHRF1 methylated DNA binding inhibitors | Q96T88 | UHRF1 binding to methylated oligo, TR-FRET | inhibition, % at 4.4 µM | 370,000 tested, 0.75% active | AID 687016; in the data active means inhibition above about 21%;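 further: UHRF1 SRA domain binding a hemimethylated CpG hairpin DNA probe; 0% = median of test compound wells and 100% = reference inhibitor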
Target sequence (Q96T88 whole entry, looked up, the tested form may be a part): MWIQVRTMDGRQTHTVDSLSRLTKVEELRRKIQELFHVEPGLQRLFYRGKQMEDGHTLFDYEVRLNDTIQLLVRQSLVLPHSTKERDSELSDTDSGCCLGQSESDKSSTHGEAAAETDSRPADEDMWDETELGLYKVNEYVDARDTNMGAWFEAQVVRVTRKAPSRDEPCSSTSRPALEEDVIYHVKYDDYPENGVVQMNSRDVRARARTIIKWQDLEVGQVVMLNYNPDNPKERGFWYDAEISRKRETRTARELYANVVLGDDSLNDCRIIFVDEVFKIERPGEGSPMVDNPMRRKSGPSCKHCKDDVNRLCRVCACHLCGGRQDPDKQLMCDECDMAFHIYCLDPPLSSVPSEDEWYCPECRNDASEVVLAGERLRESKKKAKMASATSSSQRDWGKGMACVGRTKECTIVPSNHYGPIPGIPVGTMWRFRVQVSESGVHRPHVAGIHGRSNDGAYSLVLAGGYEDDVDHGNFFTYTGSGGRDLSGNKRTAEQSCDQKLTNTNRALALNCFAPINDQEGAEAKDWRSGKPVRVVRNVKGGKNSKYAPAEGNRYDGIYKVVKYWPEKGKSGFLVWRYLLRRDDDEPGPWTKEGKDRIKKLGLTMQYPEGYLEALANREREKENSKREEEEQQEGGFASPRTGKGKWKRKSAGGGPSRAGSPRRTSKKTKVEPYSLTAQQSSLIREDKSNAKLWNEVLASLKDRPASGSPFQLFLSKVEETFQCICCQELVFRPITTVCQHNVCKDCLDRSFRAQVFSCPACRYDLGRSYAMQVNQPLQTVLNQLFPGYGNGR
LEDGF integ inh: blocks HIV-1 LEDGF/p75-dependent DNA integration; inhibition, % at 3.7 µM; 370,000 tested, 0.64% active; AID 743269; TR-FRET IN-LEDGF/p75 DNA integration, Eu/Cy5;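 active means inhibition above the screen-wide mean plus 3 SD, cut at about 13% in these data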;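 further: signal is the Cy5 over europium emission ratio at 671 and 618 nm; 0% = plate median of compound wells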
DDE Tn7 FP inh: DD(E)-Tn7 binding inhibition, primary FP screen | P02675 | FP displacement of FITC-Tn7 peptide from fibrin DD(E); 0% = median of compound wells per plate | inhibition, % at 8.3 µM | 370,000 tested, 0.13% active | AID 720508;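 active means inhibition above the mean of compounds falling within the control limits plus 3 SD of them, cut at about 14% in these data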;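 further: 0% = plate median of compound wells and 100% = 10 µM Aha-Tn7 peptide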
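Test system: human clot-derived fibrin DD(E) complex / Quantity: 2 µM final DD(E) protein / Incubation: 10 min plus 3 h, room temperature / Measured by: fluorescence polarization / Benchmarks: high control of 10 µM Aha-Tn7 peptide / Replicates: singlicate testing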
TDP2 inh: blocks human TDP2 phosphodiesterase activity; 370,000 tested, 0.34% active; O95551; recombinant TDP2, T5PNP hydrolysis, p-nitrophenol absorbance 415 nm; AID 720702; inhibition, % at 12.8 µM;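 active means inhibition above the mean of all tested compounds plus 3 SD, set per campaign, cut at about 25% in these data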;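 further: 0% = DMSO with enzyme and 100% = buffer with substrate but no TDP2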
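Material: recombinant human TDP2; quantity: TDP2 enzyme at 120 nM final; medium: Tris-HCl pH 7.5 with MgCl2; compound: single concentration, 12.8 µM nominal, with 1% DMSO; incubation: 2 h enzyme incubation at 37 °C; signal: epi absorbance; measure: percent inhibition; benchmarks: high control without enzyme, low control DMSO plus TDP2; repeats: singlicate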
HTRA1 inhibitor: HTRA1 (human) protease inhibition | Q92743 | recombinant HTRA1, FP-rhodamine activity-based probe, fluorescence polarization | inhibition, % at 5.96 µM | 340,000 tested, 0.5% active | AID 504803; in the data active means inhibition above about 36%;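 further: 0% = enzyme with DMSO and 100% = wells lacking enzyme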
SIAE inh: inhibitors of human sialic acid acetylesterase SIAE; 370,000 tested, 0.69% active; Q9HAT2; inhibition, % at 9.66 µM; SIAE FP-Rh probe binding, fluorescence polarization;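 active means inhibition above a cutoff: mean of compounds within the control limits plus 3 SD of those, cut at about 17% in these data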;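 further: 0% = plate median of compound wells and 100% = probe without SIAE protein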
TCR-CD3 inh: human TCR-CD3 binding inhibition; TAMRA-labeled TCR probe fluorescence, biochemical; inhibition, % at 9.4 µM; AID 651800; 360,000 tested, 0.37% active; in the data active means inhibition above about 19%;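 further: recombinant mutant TCR 2C K166C tagged with TAMRA read by polarization; 0% = receptor in buffer alone and 100% = receptor with positive control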
* = called active by the depositor; x = no result given.

SMILES	PRMT1 FP inh	mABHD4 FP	PG9 binder	UHRF1 MBD2 ctr	LEDGF integ inh	DDE Tn7 FP inh	TDP2 inh	HTRA1 inhibitor	SIAE inh	TCR-CD3 inh
O=C(c1ccc(-c2cccc(C(F)(F)F)c2)o1)N1CCN(c2ccccc2)CC1	-2	1	0.0	0	4	-1	7	1	2	9
O=C(COC(=O)C1CCC1)c1c[nH]c2ccccc12	2	-2	-1.5	-2	4	-4	19	-4	3	1
CC1(C(=O)Nc2cccc(-n3cnnn3)c2)Cc2ccccc2C(=O)O1 (centres undefined)	-2	3	1.1	0	-1	11	1	-4	2	8
CCNC(=S)/N=C(\N)Nc1nc(C)c2cc(C)ccc2n1	-3	-6	1.0	-3	4	7	8	-25	-1	-4
COc1cccc(N=C2SC(C(=O)Nc3ccc(F)cc3)CC(=O)N2C)c1 (centres undefined)	2	-10	-0.9	5	-3	-3	-3	-16	-10	-7
Cc1onc(-c2ccccc2)c1NC(=O)N(CCC#N)Cc1cccs1	-1	-6	-0.5	9	2	0	-20	3	9	-8
Cc1c(C(=O)NC(Cc2ccccc2)c2nc3ccccc3[nH]2)cccc1[N+](=O)[O-] (centres undefined)	-2	-2	-0.5	6	-2	-3	1	-7	3	2
O=C(COc1cccc2c1CCN(Cc1ccc(Br)cc1)C2=O)NCc1ccco1	3	-18	0.4	-1	5	8	-12	-19	-3	4
CCc1c(C(=O)N/N=C/c2ccc(C)o2)csc1C	-3	-3	0.6	-2	1	-1	0	-10	-2	1
Cc1cc(Oc2ccc(-c3nnc(-c4ccccc4)o3)cc2[N+](=O)[O-])ccc1Cl	-4	8	0.4	-1	5	4	6	5	-3	1
O=C(NNC(=O)C12CC3CC(CC(C3)C1)C2)c1ccccc1[N+](=O)[O-]	-3	3	0.9	-1	4	-2	11	-5	4	5
O=C(Nc1ccc(C(=O)N2CCCC2)cc1)C1CCC1	0	3	0.8	23*	9	-5	12	4	-6	7
CC(=O)Nc1ccc(S(=O)(=O)NCCNc2ccccc2[N+](=O)[O-])cc1	5	-2	1.2	-8	-6	2	-5	-12	-4	-1
Cc1ccccc1NC(=O)CSc1nc(N)c2c3c(sc2n1)CSC(C)(C)C3	2	-9	-1.9	-3	0	-6	6	-51	-4	0
CCOc1c(Cl)cc(/C=C/C(=O)N(CC)CC(=O)NCc2cccs2)cc1OC	0	-6	-0.2	-1	3	-1	7	-3	1	9
CN(C)c1ccc(C(=O)n2nnc3ccccc32)cc1	4	1	-1.6	0	-3	-1	-14	4	5	0
Cn1ncc2c(NNC(=O)c3ccc(O)cc3)ncnc21	0	-1	-0.7	-1	-5	10	0	5	-1	-2
Cc1cccc(N2C(=O)c3cccnc3C2=O)c1	-1	8	0.8	-1	-2	0	-7	3	-6	0
CCOC(=O)C1CCN(c2ncnc3c2c(-c2ccccc2)cn3-c2ccccc2)CC1	3	-9	0.9	8	-1	0	-7	-2	-7	2
O=C(N/N=C/c1ccc(O)c2ncccc12)c1cccc(Br)c1	-4	9	-3.1	-8	5	-2	-1	67*	29*	0
CCN(CC(=O)NCc1ccc(F)cc1)S(=O)(=O)c1ccc(C)cc1	1	-2	0.7	3	-4	-2	9	-3	3	-13
CCc1ccccc1N1CSC2=C(C#N)C(c3cc(OC)c(OC)cc3OC)CC(=O)N2C1 (centres undefined)	62*	8	-1.2	-5	5	-7	15	1	10	-5
COc1ccc(CNC(=O)C(=O)NCCCn2ccnc2)cc1	-2	2	-0.3	1	1	1	-15	3	8	4
CCC(CC)Nc1ccc(C(CC(N)=O)NC(=O)c2ccccc2)cc1[N+](=O)[O-] (centres undefined)	-1	3	-0.9	-7	-1	4	6	-2	4	9
CC(=O)c1c(OCC(=O)O)ccc2c(C)cc(=O)oc12	-2	-3	-0.6	1	0	0	-12	2	2	-3
CC1(C)CC(=O)c2cnc(NC(=O)CSC(=S)N3CCCCC3)nc2C1	7	-9	-1.5	5	0	10	4	-4	0	-3
O=C(O)CC(NC(=O)c1cccc(F)c1)c1ccc(OC2CCCC2)cc1 (centres undefined)	1	-4	-1.7	0	-4	3	-3	1	3	-5
CC(C)(C)OC(=O)NCc1cc2c(cc1/C=C/S(=O)(=O)NC1CCCC1)OCO2	-2	-4	x	0	2	-7	5	x	-2	x
O=C(C[n+]1ccccc1)N/N=C/c1ccccc1[N+](=O)[O-]	-1	-5	-2.6	-1	3	-5	-13	6	0	-1
Cc1ccccc1CSc1ncnc2ccccc12	10	-18	0.8	5	-1	1	-16	-14	-6	-3
CC(=O)NC(Cc1c[nH]c2ccccc12)C(=O)NCc1ccc2c(c1)OCO2 (centres undefined)	2	-6	-0.3	9	-1	-2	-10	2	-1	-4
O=C(CCC(=O)N1CCCC1)Nc1nnc(C(F)(F)F)s1	6	-11	2.0	4	4	2	-2	-3	3	-8
Cn1c(SCC(=O)NCc2cccs2)nnc1-c1cccs1	2	-3	-0.2	-1	-5	-1	5	0	6	1
C/C(=N\NS(=O)(=O)c1ccccc1)c1ccccc1	5	-5	0.8	5	-3	1	-4	2	0	-5
Cc1ccc(NC(=O)c2ccc3nsnc3c2)c(C)c1	-2	2	1.7	-1	1	5	12	0	2	3
O=C(Nc1ccccc1OC(F)(F)F)c1ccc([N+](=O)[O-])cc1	0	-1	-0.5	-2	-4	-2	-4	0	-1	4
CCc1ccc(CNCc2ccc(OCC(O)CN(C)Cc3ccccc3)cc2)nc1 (centres undefined)	-2	7	-1.5	0	1	-8	-4	-4	-6	-4
COc1ccc(NC(=O)c2cc(C)on2)cc1	-3	3	0.0	-3	0	-10	12	-2	-2	2
CNC(=S)NN(C)c1nc(C)cc(C)n1	-2	8	-2.3	0	-1	-4	-5	2	1	2
C/C=C/C=C/C(=O)N1CC2(CC(c3cccc(NC(=O)/C=C/C)c3)=NO2)C[C@@H]1C(N)=O (some centres undefined)	13	4	0.4	1	1	-4	1	-9	-5	6

Whole records as entered above. Order of screens: PRMT1 FP inh	mABHD4 FP	PG9 binder	UHRF1 MBD2 ctr	LEDGF integ inh	DDE Tn7 FP inh	TDP2 inh	HTRA1 inhibitor	SIAE inh	TCR-CD3 inh
`Cc1ccccc1CSc1ncnc2ccccc12` is listed with 10	-18	0.8	5	-1	1	-16	-14	-6	-3
`CCc1ccc(CNCc2ccc(OCC(O)CN(C)Cc3ccccc3)cc2)nc1` (centres undefined) is listed with -2	7	-1.5	0	1	-8	-4	-4	-6	-4

Other structures follow.
SMILES	PRMT1 FP inh	mABHD4 FP	PG9 binder	UHRF1 MBD2 ctr	LEDGF integ inh	DDE Tn7 FP inh	TDP2 inh	HTRA1 inhibitor	SIAE inh	TCR-CD3 inh
COC(=O)[C@]12CCCCC=C1N(Cc1ccco1)C(=O)[C@H](CC(=O)NCCC(C)C)C2	5	-10	-1.4	-1	-4	2	6	x	-1	-4
O=C(CNC(=O)c1ccccc1F)N/N=C/c1ccc2c(c1)OCO2	-5	3	-0.4	-2	1	-5	16	0	7	5
COc1ccc(-c2cc(NC=O)c3ncc(-c4cc(OC)c(OC)c(OC)c4)n3c2)c(OC)c1	-3	-1	-0.9	-4	0	1	15	x	12	-18
O=C1c2cccnc2Nc2ccccc2N1CCCF	-1	7	-1.8	-4	0	-6	2	-2	5	10
Cc1cc(C)c(C)c(C(=O)COC(=O)CNC(=O)CNC(=O)c2ccco2)c1C	8	-5	0.2	1	-9	-4	-6	-2	2	0
O=C(/C=C/Nc1ccccc1Oc1ccccc1)c1ccco1	-2	-2	0.5	-2	-1	5	2	-33	8	-2
COc1cccc(OC)c1C1=CC(=O)C[C@H](c2ccc3c(c2)OCO3)C1	1	3	0.1	-1	2	0	5	-27	2	-12
CN(C(=O)c1cccc(C#N)c1)c1nnc(-c2cnccn2)s1	-1	7	-0.5	-2	-4	2	10	-3	2	5
CCN(CC)C(=O)CN1C(=O)C2(NC(=O)c3ccccc3N2)c2ccccc21 (centres undefined)	-2	-6	-1.2	-3	2	0	1	-2	4	2
Brc1ccc(CSc2ccc3nnc(-c4ccccn4)n3n2)cc1	-2	-9	-1.3	-3	2	-4	-6	3	-11	1
O=C(NCC1CCCN1S(=O)(=O)c1cccs1)c1ccccc1F (centres undefined)	-4	7	-0.2	-1	0	0	-8	-5	-4	4
O=[N+]([O-])c1ccccc1N/N=C1\CCc2ccccc21	0	1	0.9	0	4	-1	-12	7	3	8
Cc1ccc(C(=O)N/N=C\c2ccc([N+](=O)[O-])o2)cn1	3	6	-2.8	-3	6	-8	13	16	0	13
Cc1ccc(CN2C(=O)C(Cc3ccccc3)Nc3ncnc(N4CCOCC4)c32)cc1 (centres undefined)	2	-2	-2.7	-1	3	-5	4	x	-5	4
Cc1ccccc1-c1cnc(C(O)c2c(C)cccc2C)[nH]1 (centres undefined)	-9	-10	0.5	1	3	-3	-13	x	3	-8
O=C(COC(=O)c1ccc[nH]c1=O)NC1CCCc2ccccc21 (centres undefined)	7	1	1.9	4	2	3	-3	3	-6	-13
COc1ccc(NC(=O)c2ccc(OC)cc2)cc1	-3	-3	1.3	-1	-1	-1	-13	9	-5	3
COC(=O)C(C)Nc1cccc(Br)c1 (centres undefined)	0	-2	-1.1	-2	1	-1	5	1	4	12
N#CCCCc1cc2ccccc2cn1	-1	6	1.3	19	-4	-2	-6	13	0	4
CCCCn1c(N)c(N(C)C(=O)c2ccc(Br)o2)c(=O)[nH]c1=O	0	4	0.0	-1	-1	8	8	-1	2	0

Entries shown so far containing a CF3 group:
SMILES	PRMT1 FP inh	mABHD4 FP	PG9 binder	UHRF1 MBD2 ctr	LEDGF integ inh	DDE Tn7 FP inh	TDP2 inh	HTRA1 inhibitor	SIAE inh	TCR-CD3 inh
O=C(c1ccc(-c2cccc(C(F)(F)F)c2)o1)N1CCN(c2ccccc2)CC1	-2	1	0.0	0	4	-1	7	1	2	9
O=C(CCC(=O)N1CCCC1)Nc1nnc(C(F)(F)F)s1	6	-11	2.0	4	4	2	-2	-3	3	-8
O=C(Nc1ccccc1OC(F)(F)F)c1ccc([N+](=O)[O-])cc1	0	-1	-0.5	-2	-4	-2	-4	0	-1	4

Going on with the list:
SMILES	PRMT1 FP inh	mABHD4 FP	PG9 binder	UHRF1 MBD2 ctr	LEDGF integ inh	DDE Tn7 FP inh	TDP2 inh	HTRA1 inhibitor	SIAE inh	TCR-CD3 inh
CCc1cccc(NC(=O)c2cc(OC)c(OC)c(OC)c2)c1	-1	-7	-0.6	0	-4	4	-13	-9	-2	0
CN(c1ccccc1)S(=O)(=O)c1ccc(Cl)c(C(=O)NCc2ccco2)c1	-2	-8	-1.6	1	2	-4	1	-2	5	-1
CN=c1scc(C)n1/N=C/c1ccc(O)cc1O	-3	9	-8.1	-3	-4	6	0	1	-2	3
CNC(=O)c1c(NC(=O)C(C)C)sc2c1CCC2	-5	-5	-3.7	0	3	2	-7	2	-3	8
Cc1cc(C)c(NC(=O)COC(=O)c2ccc([N+](=O)[O-])s2)c(C)c1	0	-5	-2.1	-2	1	-2	-8	13	2	1
